Screening data from PubChem.
phage Ecoli inh: E. coli growth loss with phage present | growth absorbance | inhibition, % at 11.9 µM | actives 0.26% (n = 360,000) | AID 651602; in the data active = inhibition above about 11%
PKA-R1A act: PKA-R1A complex activation; PKA-R1A dissociation, Cy5-IP20 fluorescence polarization; scaled: DMSO 0%, 113 µM cGMP 100%; actives 0.083% (n = 340,000); AID 504707; P00514+P68181; activation, % at 11.4 µM;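 active = percent activation above the mean of all tested compounds plus 3 SD, cut at about 19% in these data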;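 also: higher means more PKAc released from R1A so a rise in polarization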
DSG3 Ab inh: blocks pemphigus antibody binding to human desmoglein-3 | DSG3-coupled beads, scFv-anti-DSG3-GFP binding, flow cytometry; active compounds read low | P32926 | actives 0.48% (n = 310,000) | AID 588358 | binding (percent of control), % at 10 µM;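 active = binding more than 3 SD below its plate's average and above zero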;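 also: hits lower antibody fragment binding to DSG3; some compounds called inactive have numbers as strong as hits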
MOR-DOR inv ag: inverse agonist of human OPRM1-OPRD1 heterodimerization | P35372+P41143 | cell-based MOR-DOR heterodimer luminescence, inverse agonism | inhibition, % at 9.3 µM | actives 0.21% (n = 340,000); in the data active = inhibition above about 22%, passing the limit was not always enough;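 also: 0% = cells with DMSO and 100% = wells without cells with DMSO; values of inactives mirror those of a sister screen read the other way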
Target sequence (P35372 whole entry, looked up): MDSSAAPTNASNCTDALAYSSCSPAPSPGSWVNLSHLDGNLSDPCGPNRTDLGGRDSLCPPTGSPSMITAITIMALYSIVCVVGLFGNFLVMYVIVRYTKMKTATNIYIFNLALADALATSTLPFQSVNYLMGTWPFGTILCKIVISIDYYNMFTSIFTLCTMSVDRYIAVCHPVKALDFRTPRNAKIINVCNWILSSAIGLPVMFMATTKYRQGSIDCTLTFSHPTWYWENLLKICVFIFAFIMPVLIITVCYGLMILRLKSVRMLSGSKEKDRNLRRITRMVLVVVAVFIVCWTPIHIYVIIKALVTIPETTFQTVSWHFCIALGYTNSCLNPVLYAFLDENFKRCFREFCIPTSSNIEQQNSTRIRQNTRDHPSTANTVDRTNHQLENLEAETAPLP
Target sequence (P41143 whole entry, looked up): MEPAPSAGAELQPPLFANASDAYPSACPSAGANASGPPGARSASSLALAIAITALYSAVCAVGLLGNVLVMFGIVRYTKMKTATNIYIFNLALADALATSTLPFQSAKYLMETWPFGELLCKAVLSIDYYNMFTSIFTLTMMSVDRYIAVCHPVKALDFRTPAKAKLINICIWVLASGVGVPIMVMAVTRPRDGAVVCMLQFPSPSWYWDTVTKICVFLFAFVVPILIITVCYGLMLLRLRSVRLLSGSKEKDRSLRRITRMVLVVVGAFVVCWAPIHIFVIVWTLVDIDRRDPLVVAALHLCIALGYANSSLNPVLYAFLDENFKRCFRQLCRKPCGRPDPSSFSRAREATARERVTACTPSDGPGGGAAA
AddAB inh: less growth of phage-infected E. coli with AddAB; E. coli expressing H. pylori AddAB, absorbance growth; inhibition, % at 11.9 µM; actives 0.29% (n = 330,000); in the data active = inhibition above about 12%;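 also: 0% = vehicle wells of infected cells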
SUMO Mot1 rescue: SUMOylation pathway inhibition by Mot1-301 growth rescue; growth rescue, % at 18.8 µM; actives 1% (n = 320,000); AID 2716; S. cerevisiae Mot1-301 growth rescue, ATP luminescence, 38.5C; percent above DMSO median, 100 means doubled;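 active = every valid replicate shows activation above 250% relative to neutral control wells; inactive = the rest, any valid replicate at or below 250%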;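 also: OY570 slx delta 5 strain wells were the positive control but not used for scaling; some compounds called inactive have numbers as strong as hits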
OPRM1-OPRD1 ag: agonists of human mu-delta opioid receptor heterodimerization. P35372+P41143. cells, OPRM1-OPRD1 heterodimerization, luminescence. activation, % at 9.3 µM. actives 0.3% (n = 340,000); in the data active = activation above about 18%;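 also: 0% = vehicle-treated cells and 100% = reference agonist; values of inactives mirror those of a sister screen read the other way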
HTR5A ag ctr: counter-screen for OPRM1-OPRD1 agonists: human HTR5A agonism | AID 504692 | actives 0.61% (n = 340,000) | HTR5A agonist assay, luminescence, cell-based | activation, % at 9.3 µM | P47898; in the data active = activation mostly above about 9.5%, no sharp cut-off; inactive = mostly below about 7.6%;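 also: 0% = cells with vehicle only and 100% = reference agonist; strong numbers were not always called active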
PfHsp90 yeast 2: inhibits growth of yeast expressing Plasmodium falciparum Hsp90. inhibition, % at 9.4 µM. actives 0.32% (n = 310,000). S. cerevisiae expressing PfHsp90, BacTiter-Glo ATP, 48 h; yeast lacking PDR1 and PDR3 efflux regulators. AID 504621;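 active = every replicate shows inhibition above about 80%, whatever the replicate mean, limit read from the data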;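 also: 0% = DMSO neutral controls and 100% = 20 µM radicicol positive controls; yeast relying on Plasmodium falciparum Hsp90 in place of its own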
E coli growth: bacterial growth inhibition, counter-screen for AddAB inhibitors. AID 449728. E. coli V3065 growth, OD600 absorbance, 18 h. inhibition, % at 11.9 µM. actives 0.27% (n = 330,000);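 active = inhibition above the campaign's mean inhibition across all tested compounds plus 3 SD, cut at about 9.9% in these data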;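 also: uninfected addAB+ strain grown without phage in ampicillin broth; 0% = DMSO wells and 100% = ciprofloxacin 0.95 µg/ml wells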
HTR5A inv ctr: counter-screen for OPRM1-OPRD1 inverse agonists: human HTR5A inverse agonism; HTR5A cell line, luminescence; actives 0.083% (n = 340,000); inhibition, % at 9.3 µM; P47898; in the data active = inhibition mostly above about 23%, no sharp cut-off; inactive = mostly below about 18%;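 also: 0% = cells with DMSO and 100% = no-cell wells with DMSO; some compounds called inactive have numbers as strong as hits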
* = called active by the depositor; / = no result given.

Molecule	phage Ecoli inh	PKA-R1A act	DSG3 Ab inh	MOR-DOR inv ag	AddAB inh	SUMO Mot1 rescue	OPRM1-OPRD1 ag	HTR5A ag ctr	PfHsp90 yeast 2	E coli growth	HTR5A inv ctr
O=C(NCC1CCCO1)/C(=C\c1ccccc1F)NC(=O)c1ccccc1 (stereo unspecified)	-0.7	-4	107	5	2.8	21	-0.9	6	14	-1.3	-18
CCOc1ccccc1NS(=O)(=O)c1ccc2c(c1)NC(=O)CCS2	-0.3	6	/	11	0.3	-5	-2.1	-1	3	1.9	10
CC(C)c1ccc(/C=N/NC(=O)c2ccccn2)cc1	3.2	-5	107	13	1.5	0	-2.4	2	3	0.2	-20
Cc1ccccc1NS(=O)(=O)c1ccc2c3c(cccc13)C(=O)N2C	2.0	-9	/	-4	2.7	351*	0.8	-2	-16	-0.9	-12
NC(=O)CC(CC(=O)OCc1ccccc1)c1ccccc1 (stereo unspecified)	-1.8	10	116	18	-1.2	19	-3.5	3	8	-0.4	-12
COc1ccc(C(=O)NCCc2c[nH]c3ccc(OC)cc23)cc1	0.7	-2	99	12	1.2	6	-2.6	3	-60	2.5	-11
CCN1CCN(S(=O)(=O)c2ccc(Cl)c(C(=O)Nc3ccccc3N3CCCCC3)c2)CC1	-0.2	-3	113	-6	-0.5	38	1.1	5	20	-0.1	-14
Cc1ccc(NC(=O)CS(=O)CC(=O)N2CCN(c3ccccc3)CC2)cc1 (stereo unspecified)	0.0	-4	116	13	1.0	23	-1.8	2	-7	1.4	5
N#CCC(=O)Nc1ncn(Cc2ccccc2Cl)n1	3.3	1	99	8	-0.3	5	-1.5	1	8	-1.5	5
COc1cccc(C2C(C#N)=C(C)NC3=C2C(=O)CC(C)(C)C3)c1 (stereo unspecified)	4.7	-12	100	16	2.8	0	-2.6	0	17	-1.1	1
O=C(N/N=C/c1ccco1)c1ccc2nc[nH]c2c1	0.3	6	102	11	1.7	-7	-2.3	2	18	2.9	5
O=C(/C=C\NCC(=O)c1ccccc1)c1ccc2ccccc2c1	3.1	0	103	4	3.9	58	-0.9	4	7	1.9	-9
COc1ccc(-c2cc3ccccc3n2CC(O)Cn2nc(C)cc2C)cc1 (stereo unspecified)	1.4	-16	66	8	-1.3	/	-1.5	1	-10	1.4	-12
Cc1ccc(CSCC(=O)Nc2ccc(N3CCOCC3)cc2N2CCOCC2)cc1	-0.5	-4	113	-8	1.5	11	1.5	8	4	1.6	-19
CCOC(=O)C(CCc1nnc(N)s1)C(=O)OCC	1.7	-4	103	-9	4.8	14	1.6	4	-15	2.4	-26
CC/C(=N\NC(=O)CNC(=O)/C=C/c1ccco1)c1ccccc1	2.4	-5	109	11	2.6	/	-2.0	-3	10	-1.6	12
Cc1cccc(S(=O)(=O)Nc2cccc(-c3cn4ccsc4n3)c2)c1	2.0	-1	102	2	2.8	-18	-0.3	3	-3	3.7	-10
COc1ccc(Cl)cc1NS(=O)(=O)N1CCOCC1	1.3	-8	107	0	1.1	-4	0.0	1	-8	2.4	-3
COc1ccc(CNn2c(-c3cccs3)nc3ccccc3c2=O)cc1OC	3.6	3	100	-11	1.4	478	2.1	0	-21	0.7	-3
COc1ccc(C(=O)CSc2nc(C(C)(C)C)nc3ccccc23)cc1	1.2	-13	103	-15	2.4	0	3.1	6	-1	1.9	-35
CCOc1ccc(CCNC(=O)C2CCCN2C(=O)OCc2ccccc2)cc1OCC (stereo unspecified)	3.0	-4	86	8	3.5	-16	-1.2	1	-2	-3.0	-34
O=C(COc1ccc(Cl)cc1Cl)N1CCN(c2ccccn2)CC1	3.1	0	103	4	2.4	23	-0.7	2	-26	4.1	-5
C=C(C)Cn1c(N2CCN(CC)CC2)nc2c1c(=O)[nH]c(=O)n2C	2.9	-1	106	4	6.0	0	-0.7	2	-11	2.7	-5
CC1CCC(N2CCN(S(=O)(=O)Cc3ccccc3)CC2)CC1 (stereo unspecified)	2.8	2	112	-1	2.5	164	0.3	-3	-31	-0.8	8
CCC1CCCCN1C(=O)CSc1n[nH]c(N)n1 (stereo unspecified)	1.8	-9	97	12	-0.4	-1	-2.3	-6	/	0.3	23
CC(=O)N1CCc2cc(Br)cc(S(=O)(=O)N3CCN(C(=O)c4ccco4)CC3)c21	2.4	8	106	0	0.9	37	0.0	-4	-4	0.3	-13
Cc1nnc(SCc2nc3ccccc3[nH]2)s1	2.2	-4	91	12	0.6	180	-2.2	6	1	2.4	-16
OCC[C@@H]1C[C@H](O)[C@@H](O)[C@]2(CCc3ccccc3CO2)O1	3.6	1	100	3	3.1	751*	-0.6	2	10	0.9	-18
COc1ccc(CCNC(=O)Cn2cccc2C(=O)c2ccccc2)cc1OC	4.5	-9	78	10	1.4	11	-1.6	-2	-9	1.1	6
O=c1cc(-c2ccc(O)cc2)oc2ccccc12	3.2	-9	94	17	3.4	-2	-3.0	-5	8	-0.2	16
O=C1CCCC/C1=C\Nc1ccc(C(=O)O)c(O)c1	0.6	-7	89	9	-1.6	23	-1.8	4	2	0.7	3
Cc1ccc(Sc2ccc(CN3CCCCC3)cc2[N+](=O)[O-])cc1	3.1	0	99	-3	-0.2	62	0.6	2	6	0.6	-13
COc1cc(-c2nc(Cc3c(F)cccc3Cl)no2)cc(OC)c1OC	1.5	-13	104	13	4.2	-11	-2.5	1	2	-0.6	-4
CN(C)c1ccc(CNCC2CCCO2)cc1 (stereo unspecified)	-0.2	-5	109	-1	1.9	20	0.1	6	-15	-0.2	-18
CCC(C)COC(c1ccccc1)(c1ccccc1)C(Oc1nc(C)cc(C)n1)C(=O)O (stereo unspecified)	0.4	-2	91	8	1.4	-25	-1.5	5	-13	1.7	0
CCOC(=O)c1nn(-c2ccc(Cl)cc2)c2nc(Nc3ccccc3)cc(=O)n12	2.4	-2	112	12	0.8	166	-2.0	9	-1	-0.7	-26
Cc1ccc(NC(=O)CCC(=O)c2cccs2)cc1	0.8	3	/	12	2.2	-21	-2.4	-3	13	-0.5	10
NC(=O)Cn1c(-c2nonc2N)nc2ccccc21	1.8	-11	102	/	1.3	1	/	/	-8	-1.9	/
O=C(c1cc2ccccc2[nH]1)N1O[C@@H]2C=C[C@H]1C2	3.9	1	100	7	/	/	-1.5	-2	-9	/	7
Cc1ccc(Cn2c(C3CCCN3c3nc(-c4cc(Cl)c(N)c(Cl)c4)cs3)nc3cc(Cl)c(Cl)cc32)cc1 (stereo unspecified)	-1.2	-1	90	10	0.4	-10	-1.9	-1	/	-3.4	-4
CCOC(=O)c1cc(NC(=O)N2CCCCC2)c(C)nc1C	-0.2	-2	107	14	0.4	-6	-2.6	3	-7	-0.1	-12
COC(=O)Nc1ccc(S(=O)(=O)N2CCCC(C(=O)N3CCOCC3)C2)cc1 (stereo unspecified)	3.7	-20	79	4	0.3	-13	-0.8	2	-11	0.5	-5
COc1cc(/C=C2\SC(=S)N(C(C(=O)O)c3ccccc3)C2=O)cc(OC)c1OC (stereo unspecified)	0.4	-14	103	3	0.9	-8	-0.6	2	-16	2.1	-5
O=C(COc1ccc([N+](=O)[O-])cc1)NNC(=O)c1cccnc1	-0.6	7	99	9	0.7	5	-1.3	8	15	1.6	-21
O=C1CCCN1c1ccc(C(=O)N(Cc2nnc(-c3ccc(Cl)cc3)o2)C2CC2)cc1	3.8	3	105	11	-3.1	-6	-2.2	-2	12	2.7	-6
CCOc1ccc(OCCC(=O)OCC(=O)Nc2cc(S(=O)(=O)N3CCOCC3)ccc2OC)cc1	2.6	1	101	6	/	/	-1.6	-3	/	/	8
O=C(NCC1CCCCC1)C1CCCN(C(=O)NC2CCCCC2)C1 (stereo unspecified)	2.8	-6	96	10	1.0	57	-1.9	2	/	2.7	-9
CC(C)CC(=O)Nc1nnc(SCC(=O)NCc2ccco2)s1	4.3	-4	84	7	-0.2	-13	-1.0	7	-7	-1.4	3
COc1cccc(C(=O)Nc2ccc(NC(=O)C3CCCCC3)nc2)c1	3.3	9	107	3	/	/	-0.5	0	-4	/	0
Cc1cccc2c(=O)cc(C)n(Cc3ccccc3)c12	4.1	2	104	-34	0.0	1	5.7	2	18	0.6	-6
CC(=O)Nc1ccc(S(=O)(=O)N2CCN(c3cc(C)nc4ccccc34)CC2)cc1	2.2	1	97	8	-0.2	318	-1.4	0	-8	-2.3	14
CC(=O)Nc1ccc(NC(=O)C2CC(=O)N(Cc3ccco3)C2)cc1 (stereo unspecified)	-0.7	-2	92	10	/	/	-1.5	-6	2	/	4
C=CCN1C(=O)C2C3C=CC(C2C1=O)C1C2C(=O)N(CC=C)C(=O)C2C31 (stereo unspecified)	5.0	-1	105	3	2.6	12	-0.6	1	28	-0.2	12
Cn1cnc2nc[nH]c2c1=O	1.7	4	100	7	/	/	-1.3	0	7	/	8
Cc1ccc(CNC(=O)c2cc3c(s2)CS(=O)(=O)C3)cc1	2.8	-17	99	15	2.7	0	-2.9	1	14	-1.7	-23
COc1ccc(/C(C)=N/NC(=O)C2CC2)cc1	3.5	-8	104	-2	3.7	20	0.4	-1	9	1.4	-6
CCOC(=O)C1CCCN(Cc2nc3ccc([N+](=O)[O-])cc3c(=O)n2-c2ccc(OC)cc2OC)C1 (stereo unspecified)	1.1	3	82	-4	-0.6	6	0.8	8	15	0.4	7
CCC(=O)Nc1ccc(NC(=O)c2cccc(OC)c2)nc1	-0.2	-3	96	13	2.0	-10	-2.4	-2	5	2.2	9
CSCCC(NC(=O)c1cccc(S(=O)(=O)N2CCOCC2)c1)C(=O)Nc1ccc(F)cc1 (stereo unspecified)	-0.7	-7	97	-1	2.4	1	0.1	2	-52	0.5	-2
CC(C)CC(=O)Nc1nnc(SCC(=O)NCc2ccc3c(c2)OCO3)s1	1.9	6	93	3	1.9	-18	-0.7	6	4	-0.5	31
CNC(=O)N(O)C1N(C)C(=O)N(CC(=O)OC)C1(C)C (stereo unspecified)	5.7	-6	/	-4	1.6	-8	0.6	3	16	-1.6	15
CN(C)C1=NC[C@H](Cc2ccccc2)N1CCCC1CCCC1	0.5	13	112	-58	2.9	15	10	1	-5	-2.0	-15
O=C(COC(=O)CSc1ccc2ccccc2c1)Nc1ccccc1OC(F)F	1.9	-10	89	-14	1.0	19	2.2	5	-10	0.3	-18

An unsorted share of the library, and some 3.2% of all compounds hit somewhere here.
